# Bioassay records (PubChem BioAssay)
# HIV peptide binding = cell-free HIV fusion peptide-binding blockers – biochemical, uHTS, fluorescence dequenching, primary screen (AID 1986); inhibition, % at 20 µM; hits with a dose series show IC50 in µM; 0.3% of 290,000 active; cell-free peptide binding, fluorescence dequenching, 30 min; higher % means a stronger effect; in the data active = inhibition mostly above about 52%, no sharp cut-off; inactive = mostly below about 76%; also: some results filed as inactive read as strong as hits
# KOR beta-arrestin-1 = KOR agonists, beta-arrestin recruitment, primary screen, cell-based, luminescence, uHTS (AID 1777); 0.02% of 280,000 active; KOR beta-arrestin recruitment, luminescence; higher % means a stronger effect; activation, % at 10 µM, or EC50 in µM where a hit was titrated; in the data active = activation above about 50%, passing the limit was not always enough; also: a part of the inactive calls stands beside numbers as strong as those of hits
# AID2073 = inhibitors of Mint1-CaV2.2 protein interaction, biochemical, HTRF (AID 2073). HTRF protein-protein interaction, Mint1-CaV2.2; higher % means a stronger effect. inhibition, % at 20 µM, or IC50 in µM where a hit was titrated. 0.19% of 290,000 active; in the data active = inhibition mostly above about 51%, no sharp cut-off; also: some results filed as inactive read as strong as hits
# KOR beta-arrestin-2 = kappa opioid receptor blockers – cell-based, luminescence, uHTS (AID 1778); 0.091% of 290,000 active; KOR beta-arrestin recruitment, luminescence, antagonist mode; higher % means a stronger effect; inhibition, % at 10 µM; hits with a dose series show IC50 in µM; in the data active = inhibition above about 50%; also: strong numbers were not always called active
# GPR35 arrestin U2OS = GPR35 antagonists blocking zaprinast-driven arrestin recruitment, primary screen, imaging, U2OS, beta-arrestin-GFP, zaprinast agonist (AID 2058) | U2OS GPR35 beta-arrestin-GFP translocation imaging, zaprinast antagonism; higher % means a stronger effect | one-dose inhibition, % at 10 µM; IC50 in µM for titrated hits | 0.052% of 290,000 active;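 active = inhibition of at least 50% with at least 30 cells and total cytoplasm GFP at most 10,000,000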
# NOD1 inhibition = inhibition of NOD1-driven NF-kB reporter – cell-based, luminescence, uHTS, primary screen (AID 1578); NOD1-driven NF-kB luciferase reporter cells, luminescence; higher % means a stronger effect; inhibition, % at 4 µM; hits with a dose series show EC50 in µM; 1% of 290,000 active; in the data active = inhibition mostly above about 36%, no sharp cut-off; inactive = mostly below about 34%;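 also: HEK-293T reporter cells stimulated with the NOD1 agonist gamma-tri-DAP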
# GPR55 activation = GPR55 agonists via beta-arrestin recruitment, primary screen, imaging, U2OS cells, beta-arrestin-GFP redistribution (AID 1961). 0.048% of 290,000 active. activation, % at 10 µM, or EC50 in µM where a hit was titrated. U2OS GPR55 beta-arrestin-GFP redistribution imaging; higher % means a stronger effect;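 active = activation above 40% with more than 50 cells counted in the well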;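 also: U2OS osteosarcoma cells stably expressing GPR55 and beta-arrestin-GFP; plate controls were DMSO negative control for no effect and LPI positive control for full effect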
# GPR55 LPI antagonism = inhibition of LPI-stimulated GPR55 beta-arrestin translocation – imaging, U2OS, beta-arrestin-GFP, LPI agonist, primary screen (AID 2013) | U2OS GPR55 beta-arrestin-GFP translocation imaging, LPI antagonism; higher % means a stronger effect | 0.13% of 290,000 active | one-dose inhibition, % at 10 µM; IC50 in µM for titrated hits;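 active = spots per cell inhibited over 60%, with over 100 cells counted and total cytoplasm intensity under 500,000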;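 also: U2OS cells stably carrying GPR55 and arrestin-GFP stimulated by 5 µM LPI near EC80; imaged beta-arrestin-GFP aggregate spots per cell after agonist stimulation; plate controls were LPI-stimulated DMSO wells for no effect and DMSO wells without LPI for full effect; some results filed as inactive read as strong as hits; confirmed hits need IC50 under 10 µM and bright autofluorescent wells are also inconclusive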
# SIAH1 antagonists = blockers of Siah-1 interaction with plectin peptide – biochemical, fluorescence polarization, rhodamine-plectin, uHTS, primary screen (AID 1817). Siah-1 / rhodamine-plectin peptide fluorescence polarization; higher % means a stronger effect. 0.02% of 290,000 active. one-dose displacement, % at 20 µM; IC50 in µM for titrated hits;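 active = displacement of at least 50% at 20 µM, with a fluorescence ratio check between 0.3 and a set limit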;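 also: plate controls were Siah plus tracer with DMSO for no effect and tracer alone without Siah for full effect; strong numbers were not always called active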
# The depositor's hits bear a star; nt = no result given; [ ] = another dose, or the depositor's remark.
cpd	SMILES	AID2073	GPR55 activation	GPR35 arrestin U2OS	SIAH1 antagonists	NOD1 inhibition	KOR beta-arrestin-2	HIV peptide binding	KOR beta-arrestin-1	GPR55 LPI antagonism
1	O=C(CCCn1c(=O)[nH]c2cc(Cl)ccc2c1=O)NCCCN1CCN(c2ccc(F)cc2)CC1	14%	0.0%	-8%	-9%	-13%	-50%	0.4%	3.6%	-18%
2	COc1cc2c(cc1OC)C(c1ccc(N(C)C)cc1)CC(=O)N2 (configuration not stated)	-4%	0.0%	-7%	0%	-18%	-41%	-0.6%	5.8%	4%
3	Cn1cc(CC(=O)N2CCN(c3ccc(Cl)cc3)CC2)c2ccccc21	2%	0.3%	-11%	0%	-30%	-25%	-3.6%	-2.1%	1%
4	COc1ccc(-c2cc(C(F)(F)F)n3nc(C)cc3n2)cc1	7%	-0.1%	2%	-1%	-1%	-8%	-0.1%	4.9%	-15%
5	COc1ccc(S(=O)(=O)N2CCCCC2)cc1C(=O)N1CCCCCC1	12%	-0.1%	10%	-2%	-17%	-9%	1.5%	3.3%	10%
6	CC(C)(C)OC(=O)N/N=C\c1ccc[nH]1	9%	-0.3%	3%	4%	-45%	-9%	3.1%	0.5%	-12%
7	COc1cc(/C=C/C(=O)OCc2cn3cc(Cl)ccc3n2)ccc1O	6%	0.0%	0%	12%	-7%	-22%	-1.9%	-3.9%	-17%
8	CCn1c(=NC(=O)COc2ccccc2)sc2cccc(F)c21	8%	-0.3%	7%	7%	1%	22%	-1.7%	1.7%	4%
9	Cn1cc(CN2CCC(CO)(CCCc3ccccc3)CC2)c(-c2ccccc2)n1	14%	-0.3%	6%	0%	24%	-7%	-1.0%	2.5%	-1%
10	COc1ccc(C(=O)/C=C/NCc2ccc(F)cc2)cc1OC	3%	0.2%	11%	-7%	3%	9%	-2.6%	-5.0%	14%
11	Cc1nc2ccccc2c2c1CC(C(C)(Cl)Br)O2 (configuration not stated)	-20%	-0.1%	-4%	1%	-4%	4%	-2.7%	nt	-12%
12	O=C(CCCOc1ccc(Cl)cc1Cl)N/N=C/c1ccccc1	-2%	-0.5%	1%	-3%	5%	2%	-2.7%	7.4%	-3%
13	COCCCNC(=O)c1c(NC(=O)C2COc3ccccc3O2)sc2c1CCCC2 (configuration not stated)	-14%	-0.2%	-15%	1%	-45%	-5%	0.6%	-4.3%	1%
14	C/C(=N/NC(=O)c1ccc(-c2ccccc2)cc1)c1cc(O)cc(O)c1	16%	-0.1%	11%	5%	-31%	11%	-1.8%	-1.3%	-9%
15	CC1=C(C(=O)OCC(C)C)C(c2ccccc2Cl)NC(=O)N1C (configuration not stated)	5%	-0.2%	-13%	-2%	9%	-38%	-0.1%	2.4%	10%
16	COc1ccccc1N(C)S(=O)(=O)c1ccc(C(=O)OC(C)C(=O)NCc2ccc3c(c2)OCO3)cc1 (configuration not stated)	0%	-0.1%	-8%	3%	-48%	-35%	1.0%	-4.8%	10%
17	O=C(C[C@H]1C(=O)N(c2ccc(F)c(F)c2)C[C@@H]1Cc1ccccc1)Nc1ccccc1	3%	-0.3%	2%	-2%	5%	-8%[20 µM]	0.3%	6.8%	6%
18	CCCCCCCCCCS(=O)(=O)N/N=C/c1ccccc1OC	4%	-0.3%	-8%	-2%	-3%	-28%	0.0%	14%	-10%
19	Cc1ccc(-c2c(C(=O)N/N=C/c3ccc4c(c3)OCO4)nnn2-c2nonc2N)cc1	16%	-0.1%	-14%	2%	6%	-49%	2.2%	-1.4%	3%
20	CC(=O)Nc1ccc(C(=O)OCC(=O)Nc2ccccc2F)cc1	12%	0.6%	-12%	3%	-31%	-10%	-0.4%	3.7%	-4%
21	COc1ccc(N(CC(=O)O)S(=O)(=O)c2ccc(OC)c(OC)c2)cc1	28%	0.3%	6%	-2%	-19%	22%	1.8%	-0.7%	-7%
22	COc1ccc(C2=CC(c3ccc(OC)c(OC)c3)NC(=S)N2)cc1 (configuration not stated)	8%	-0.4%	15%	-1%	7%	2%	1.9%	-2.9%	11%
23	CCCCCCCCCC(=O)N1c2ccccc2NC(=O)C1CC(=O)Nc1ccc(C(=O)O)cc1 (configuration not stated)	17%	0.4%	6%	10%	6%	24%	26%	-2.4%	4%
24	Cc1c(CCC(=O)NCCCCCC(=O)O)c(=O)oc2c(C)c3oc4c(c3cc12)CCCC4	21%	0.4%	-12%	-3%	1%	14%	2.7%	-2.1%	-3%
25	COc1ccc(-c2nc3ccccc3c(=O)n2NC(=O)Cc2ccccc2)cc1	5%	-0.3%	-10%	5%	-19%	17%	-0.2%	4.9%	0%
26	CC(=O)Nc1ccc(NC(=O)c2ccccc2Sc2ccc([N+](=O)[O-])cc2Cl)cc1	0%	0.2%	-2%	18%	-28%	44%	-0.8%	-1.0%	-12%
27	O=C(Nc1ccc(F)cc1)c1oc2ccccc2c1NC(=O)C1CC1	-2%	-0.1%	-15%	12%	-27%	-19%	-0.2%	2.0%	6%
28	CC(C)(C)[C@@H]1C=C(C(=O)O)O[C@H](OCc2ccc(CO)cc2)C1	-8%	0.9%	1%	-1%	-16%	-27%	2.4%	1.3%	5%
29	COc1ccc(CCNC(=O)c2cccc(NC(=O)CC3SC(N4CCCCC4)=NC3=O)c2)cc1OC (configuration not stated)	1%	-0.1%	-4%	-2%	-5%	-12%	1.5%	8.9%	0%
30	CN(C)CCCNC(=O)c1cc(C(=O)C2CCCCC2)c[nH]1	30%	-0.2%	1%	-6%	-22%	8%	-0.2%	-1.7%	4%
31	COc1ccc(NC(=O)CN(c2ccc(C)cc2)S(C)(=O)=O)c(OC)c1	1%	0.2%	-5%	2%	1%	-16%	0.1%	8.6%	19%
32	O=C1N(CN2CCC3(CC2)OCCO3)c2ccccc2C12OCCCO2	-33%	-0.1%	32%	3%	-12%	-30%	3.3%	-0.6%	21%
33	O=C(Nc1ccccc1N1CCN(c2ccccc2)CC1)c1ccccc1	4%	0.1%	10%	12%	-18%	26%	-0.9%	-6.1%	12%
34	CC(/C=N/NC(=O)c1cnccn1)=C\c1ccco1	-12%	0.2%	7%	4%	-12%	18%	1.1%	-0.6%	2%
35	CCOc1ccccc1NC(=O)COc1ccc2c(c1)OCO2	-9%	0.0%	0%	19%	-21%	-21%	0.0%	-1.2%	5%
36	CN(C)CCCNC(=O)c1ccc(-c2nc(-c3ccc(Cl)cc3)cs2)cc1	14%	0.4%	19%	5%	-120%	-2%	2.4%	-2.8%	41%
37	CN1CCN(CCC(=O)Nc2cccc(F)c2)CC1	4%	-0.1%	7%	-5%	14%	8%	-1.9%	-2.3%	10%
38	CCOc1ccc(NC(=O)C(c2ccccn2)N(C(=O)CCl)c2ccc(OC)cc2)cc1 (configuration not stated)	-6%	-0.2%	6%	2%	-31%	-14%	12%	-0.8%	11%
39	Cc1ccc(S(=O)(=O)N(C)Cc2ccc(-c3nnco3)cc2)cc1	-7%	-0.2%	-5%	0%	6%	-16%	-1.2%	4.2%	1%
40	COC(=O)C1=C(C)NC(=O)CC1c1cccc(OC)c1OC (configuration not stated)	-3%	0.8%	2%	1%	9%	-12%	2.8%	-6.2%	-1%
41	O=C(Oc1ccc2ccc(=O)oc2c1)c1cccs1	14%	-0.2%	0%	9%	-19%	nt	-2.4%	0.7%	-2%
42	Cn1nnc2cc(C(=O)NC3CCCCC3)ccc21	5%	-0.1%	21%	3%	-14%	35%	-0.8%	-4.3%	1%
43	CCc1ccc(NS(=O)(=O)c2ccc(C)c(C(=O)N3CCOCC3)c2)cc1	32%	0.0%	4%	11%	-16%	4%	-1.6%	-0.8%	16%
44	O=C(C1CCCN(c2ncnc3c2nc2n3CCCCC2)C1)N1CCN(c2cccc(Cl)c2)CC1 (configuration not stated)	6%	-0.2%	-12%	-1%	16%	-57%	1.0%	7.8%	-13%
45	COc1ccc(S(=O)(=O)N2CCC(C(=O)N[C@@H](C)C(=O)N3CCCCCC3)CC2)cc1	8%	-0.1%	-2%	10%	-2%	-3%	-2.2%	3.5%	2%
46	O=C(C1CCCC1)N1CCCC(Nc2ccc(F)cc2)C1 (configuration not stated)	36%	-0.1%	-9%	-3%	-11%	14%	-1.8%	-4.5%	1%
47	Cc1ccc2c(c1)CCCN2C(=O)c1cccs1	10%	0.5%	-12%	3%	-10%	-2%	0.1%	-0.3%	7%
48	O=C1c2ccsc2SCCN1Cc1cccc(Cl)c1	24%	-0.1%	1%	6%	-19%	-29%	1.6%	-2.5%	1%
49	COc1ccc(S(=O)(=O)N2CCOCC2)cc1NC(=O)c1cccc(Cl)c1	10%	-0.2%	-14%	1%	-22%	-29%	0.0%	5.2%	1%
50	CCCCSc1nc(C)nc2c1c(=O)n(C)c(=O)n2C	1%	0.2%	0%	-2%	-2%	-44%	-0.6%	6.9%	-4%
51	Cc1ccc(NC(=S)N2CCCCCC2)cc1	44%	0.3%	-2%	-3%	4%	-9%	-1.4%	-0.2%	-8%
52	Nc1sc2c(c1C(=O)NCCc1ccccc1)CCC2	12%	-0.1%	13%	-9%	26%	-53%[20 µM]	9.1%	nt	-7%
53	COc1ccc(CN2CCNC(=O)C2CC(=O)N(C)Cc2ccncn2)c(OC)c1 (configuration not stated)	9%	-0.1%	15%	1%	-27%	1%	1.9%	-0.5%	2%
54	CN(C)c1ccc(/C=C(\C#N)C(=O)NCc2ccco2)cc1	-6%	-0.2%	-3%	5%	-6%	-11%	11%	-0.5%	-6%
55	CC(C)CC(OC(=O)c1nsc(Cl)c1Cl)C(=O)NCC1CCCO1 (configuration not stated)	3%	0.0%	-11%	-3%	7%	-58%	1.3%	4.4%	8%
56	COC(=O)CC(NC(=O)Nc1ccccc1F)c1ccc2c(c1)OCO2 (configuration not stated)	1%	0.0%	0%	10%	-14%	5%	0.6%	0.6%	-6%
57	COCCNS(=O)(=O)c1cc(Br)ccc1OC	2%	0.2%	12%	5%	4%	38%	-1.2%	-8.6%	9%
58	COc1ccc(NC(=O)CN2C(=O)NC(C)(c3ccccc3)C2=O)c(OC)c1 (configuration not stated)	6%	0.0%	-9%	0%	-2%	-34%	0.1%	0.2%	-4%
59	CN1CCC(N(C)CC(=O)Nc2ccccc2N2CCOCC2)CC1	9%	0.3%	0%	4%	-7%	-10%	-1.3%	2.2%	10%
60	N#CC1=C(N)SC(N)=C(C#N)C1c1ccc(C(F)(F)F)cc1	-2%	-0.1%	18%	10%	-8%	33%	19%	2.6%	2%

# This is a subset, so the mix of outcomes need not match the whole.
